USP1-UAF1 inh: inhibitors of human USP1/UAF1 deubiquitinase | O94782 | recombinant USP1/UAF1, Ub-Rhodamine cleavage fluorescence | Potency, µM (titrated, usually from 57.1 µM), for the others: at the top dose activity change, negative = inhibition, usual class: inhibitors | 0.23% of 390,000 active | AID 743255; also: % is scaled to controls: 0 for no effect and ±100 for the full control effect; nearly all actives have a fitted effect of over 60% in size; inactives centre near -12
Target sequence (O94782 whole entry, looked up): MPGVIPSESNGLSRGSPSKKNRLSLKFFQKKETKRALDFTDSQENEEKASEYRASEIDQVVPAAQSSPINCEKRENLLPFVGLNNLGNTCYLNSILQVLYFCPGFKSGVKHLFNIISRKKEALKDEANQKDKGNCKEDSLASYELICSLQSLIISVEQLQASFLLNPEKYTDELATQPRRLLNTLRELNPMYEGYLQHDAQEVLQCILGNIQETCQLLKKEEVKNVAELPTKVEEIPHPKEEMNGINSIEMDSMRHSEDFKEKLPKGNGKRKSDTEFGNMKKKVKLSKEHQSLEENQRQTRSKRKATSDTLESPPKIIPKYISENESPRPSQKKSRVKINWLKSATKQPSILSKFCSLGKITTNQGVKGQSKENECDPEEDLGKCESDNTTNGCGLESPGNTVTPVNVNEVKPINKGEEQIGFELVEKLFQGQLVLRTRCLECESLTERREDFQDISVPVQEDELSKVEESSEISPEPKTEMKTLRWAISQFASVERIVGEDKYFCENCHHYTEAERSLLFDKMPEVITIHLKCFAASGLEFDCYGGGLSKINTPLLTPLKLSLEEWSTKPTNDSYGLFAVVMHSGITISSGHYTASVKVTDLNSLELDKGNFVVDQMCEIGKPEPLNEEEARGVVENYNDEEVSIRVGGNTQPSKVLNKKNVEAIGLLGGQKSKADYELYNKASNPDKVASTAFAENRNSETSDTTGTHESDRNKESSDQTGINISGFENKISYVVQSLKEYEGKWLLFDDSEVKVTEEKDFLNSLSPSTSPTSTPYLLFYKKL
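In this screen, compounds sit with the deubiquitinase complex (1nM) for 15 min at room temperature before Ub-Rho is added at 150nM final. Fluorescence rise is then followed for 6 reads every 60 seconds.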
rTrxR1 inhibitor: rat TrxR1 inhibition | 1% of 390,000 active | recombinant rTrxR1, NADPH fluorescence consumption, selenite substrate | AID 588453 | Potency, µM (series often up to 114 µM), for inactives: at the highest dose activity change, negative = inhibition, hits mostly inhibitors; also: % is scaled to controls: 0 for no effect and ±100 for the full control effect; nearly all actives have a fitted effect of over 65% in size
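Rat TrxR1 (90 nM in the dispensed reagent) was pre-reduced with 400 uM NADPH for 5 min at room temperature, then incubated with compound for 15 min. After 400 uM selenite was added, NADPH fluorescence (Ex 340/Em 450 nm) was followed for 8 min.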
Vif-A3F inh: inhibitors of Vif-A3F interaction | HeLa A3F-eYFP + Vif (tagged APOBEC3F with the HIV-1 protein that degrades it), YFP fluorescence increase | Potency, µM (doses to about 46.1 µM), without a hit: at the top dose activity, negative = active | 0.2% of 390,000 active | AID 602313; also: % of control where 0% means no effect; nearly all actives have a fitted effect of over 65% in size
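HeLa cells stably expressing Vif plus C-terminally eYFP-tagged A3F were seeded, incubated overnight at 37 deg C, dosed with compound, incubated overnight again at 37 deg C. Yellow fluorescence (Ex 488/Em 500-530) reported blocked Vif-mediated A3F-eYFP degradation.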
12-LOX inh: inhibitors of human 12S-lipoxygenase ALOX12; P18054; purified 12hLO, xylenol orange hydroperoxide absorbance; Potency, µM (series often up to 108 µM), without a hit: at the highest dose activity change, negative = inhibition, most hits filed as inhibitors; 1.1% of 580,000 active; also: % is scaled to controls: 0 for no effect and ±100 for the full control effect
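Hydroperoxide product was detected by ferrous iron/xylenol orange as the 573 to 405 nm absorbance ratio. Arachidonic acid at 40 uM (final) was turned over for 30 min at room temperature by 150 nM human 12hLO, pH 7.0 Hepes buffer, after 15 min compound preincubation.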
RGS4 inh: human RGS4 inhibition; Potency, µM (titrated, usually from 114 µM), for inactives: at the highest dose activity change, negative = inhibition, usual class: inhibitors; P49798; Transcreener GDP fluorescence polarization, RGS4-accelerated GTP hydrolysis; 0.039% of 390,000 active; also: % is scaled to controls: 0 for no effect and ±100 for the full control effect; nearly all actives have a fitted effect of over 75% in size; some results filed as inactive show a strong effect at the top dose
Target sequence (P49798 whole entry, looked up): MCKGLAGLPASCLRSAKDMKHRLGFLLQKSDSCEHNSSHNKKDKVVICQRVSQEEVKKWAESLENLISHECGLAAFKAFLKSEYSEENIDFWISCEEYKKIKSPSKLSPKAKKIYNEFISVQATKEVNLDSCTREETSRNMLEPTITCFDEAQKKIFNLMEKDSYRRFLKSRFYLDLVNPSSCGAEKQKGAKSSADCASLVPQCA
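MLSMR compounds (23 nl, pin-transferred) preincubated 10 min at room temperature with a 500nM (2x) first reagent, then RGS4 at 900nM (2x) plus Transcreener GDP mix added; fluorescence polarization (620/688 nm) read before and after 90 min at 30 °C.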
IDH1 R132H inh: human IDH1 R132H inhibition. O75874. IDH1-R132H enzyme, NADPH consumption, diaphorase/resazurin fluorescence. Potency, µM (series often up to 76.6 µM), without a hit: at the highest dose activity change, negative = inhibition, usual class: inhibitors. 0.093% of 390,000 active. AID 602179; also: % is scaled to controls: 0 for no effect and ±100 for the full control effect; nearly all actives have a fitted effect of over 65% in size
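IDH1-R132H (0.5 ug/mL dispensed) in pH 7.5 Tris buffer was preincubated 30 min with compound, then given a substrate mix of 0.016 mM NADPH and 2 mM alpha-KG for 80 min at room temperature; remaining NADPH was read by diaphorase/resazurin fluorescence.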
Vif-APOBEC3G blk: blocks the Vif interaction with human APOBEC3G; 0.076% of 410,000 active; Potency, µM (series often up to 46.1 µM), inactives show top-dose activity, negative = active, actives largely listed as inhibitors; HeLa A3G-eYFP + Vif (tagged APOBEC3G with the HIV-1 protein that degrades it), YFP fluorescence, overnight; AID 602310; Q9HC16;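 also: % is scaled to controls: 0 for no effect and ±100 for the full control effect; nearly all actives have a fitted effect of over 60% in size; hits raise eYFP signal because A3G escapes Vif-driven loss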
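HeLa cells stably expressing Vif and C-terminally eYFP-tagged A3G, seeded overnight at 37 deg C, then exposed to compound by pintool overnight at 37 deg C. Rise in yellow fluorescence (Ex 488/Em 500-530, Acumen) marks blocked Vif-driven A3G degradation.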
TrxR1 substrate: is turned over as a substrate by rat TrxR1; O89049; purified TrxR1 substrate turnover, NADPH consumption readout; Potency, µM (titrated, usually from 114 µM), without a hit: at the top dose activity change, negative = substrate turnover; 0.01% of 390,000 active; also: % is scaled to controls: 0 for no effect and ±100 for the full control effect; nearly all actives have a fitted effect of over 50% in size
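Rat TrxR1, dispensed at 90 nM, was prereduced with 400 uM NADPH (final) for 5 min at ~22 deg C, then incubated with compound 15 min before 400 uM selenite. A first-read NADPH fluorescence drop versus no-compound background flagged substrates.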
RXFP1 agonist: activates the human relaxin receptor RXFP1; Q9HBX9; HEK293T-RXFP1 cAMP TR-FRET, 30 min; response scale: percent of porcine relaxin response, buffer zero; Potency, µM (doses to about 57.5 µM), for inactives: at the highest dose activation, most hits filed as activators; 0.3% of 370,000 active; AID 2676; also: % is scaled to controls: 0 for no effect and ±100 for the full control effect; nearly all actives have a fitted effect of over 60% in size; many of its hits are not listed in these tables
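cAMP rise read by TR-FRET after 30 min, 37C compound exposure (up to 58 uM) in RXFP1-transfected HEK293 cells with Ro 20174 present. EC50 from Hill-equation fits, with 29 nM porcine relaxin as 100% and buffer as basal.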
* hit, by the source's call; i = inactive; ? = inconclusive; / = not tested or not shown; [ ] = another dose, or the depositor's remark. Calls follow the shape of the dose curve; as a rule, active = well fitted curve in the direction sought with a large enough effect; inconclusive = small, poorly fitted or top-dose-only effect, or another doubt; inactive = no such curve, though single readings can be large; an effect the other way counts as inactive or inconclusive. Potency is read from the fitted curve at half-maximal effect.

Value order: USP1-UAF1 inh, rTrxR1 inhibitor, Vif-A3F inh, 12-LOX inh, RGS4 inh, IDH1 R132H inh, Vif-APOBEC3G blk, TrxR1 substrate, RXFP1 agonist
> COc1ccc(N2C(=O)NC(NC(=O)c3cccnc3)(C(F)(F)F)C2=O)cc1 (stereo not drawn)
→ -21%, 22%, -1%, 1%, 17%, 4%, -4%, 6%, 2.9%
> Cc1ccc(NC(=O)CNC(=O)c2cccs2)nc1
→ -10%, 5%, 7%, 10%, 1%, 7%, 1%, -4%, 0.5%
> C=CCn1c(CCc2ccc(OC(C)C)cc2)n[nH]c1=S
→ -19%, 6%, ?, -25%, -21%, 7%, 0%, 4%, 1.1%
> CNC(=S)NNC(=O)Cc1ccc(O)cc1
→ -1%, -19%, 2%, 12%, 9%, 4%, 1%, -4%, -2.3%
> Cc1cc(-c2nnc(SCC(=O)Nc3ccc(F)cc3)n2N)n[nH]1
→ -21%, 19%, 2%, -5%, -20%, -3%, 0%, 7%, 1.9%
> Cc1ccc(NC(=O)CS(=O)CC(=O)NCC2OCCc3ccccc32)c(C)c1 (stereo not drawn)
→ 4%, -8%, -4%, 3%, 1%, -1%, 0%, -6%, 0.0%
> COC(=O)C1=C(C)Nc2[nH]c(=S)[nH]c(=O)c2C1c1ccc(OC)cc1 (stereo not drawn)
→ -13%, -30%, -8%, 25µM*, -18%[11.4 µM], -3%, 2%, -7%, -2.3%
> CC1Cc2ccccc2N1CC(=O)Nc1ccc(S(=O)(=O)N(C)C)cc1 (stereo not drawn)
→ -5%, ?, 0%, 3%, -40%, -2%, -9%, -9%, -1.4%
> O=C(O)C1CCCCC1C(=O)Nc1cc(C(F)(F)F)ccc1Cl (stereo not drawn)
→ -24%, 7%[57.1 µM], -9%, 86%[activator], -2%, 2%, -5%, 6%[57.1 µM], -0.1%
> COc1ccc([N+](=O)[O-])cc1-c1nc2ccccc2nc1-c1ccccc1
→ -16%, 54%[activator], 8%, -23%, 1%, 10%, 4%, 6%, 2.3%
> CCOC(=O)c1cn2nc(Oc3ccc(C)cc3)ccc2n1
→ ?, 12%, 7%, -12%, -5%, 9%, -4%, 7%[57.1 µM], 3.1%
> O=C(NCc1ccc(F)cc1)C1CCN(S(=O)(=O)N2CCC3(CC2)OCCO3)CC1
→ 9%, 9%, 1%, 14%, 1%, -3%, 0%, -1%, -0.2%
> COc1ccc(-c2cc(CNS(=O)(=O)c3ccccc3)on2)cc1
→ -8%, -3%[57.1 µM], 6%, 22%, 21%, -1%, -5%, -5%[57.1 µM], -3.1%
> O=C(Nc1nccs1)c1ccc2nccnc2c1
→ -23%, -6%, -7%, -16%, -29%, 5%, -6%, -5%, 2.2%
> O=C(Nc1cc(S(=O)(=O)N2CCOCC2)ccc1N1CCCC1)c1ccc(F)cc1
→ ?, -7%, 0%, 40µM*, ?, 3%, -1%, -5%, -0.1%
> O=C(c1ccc2oc(CCc3ccccc3)nc2c1)N1CC[C@H](O)C1
→ -4%, 7%, 10%, -1%, 10%, 1%, 4%, -1%, -2.9%
> CCC(C)(C)NC(=O)C1CCCN1C(=O)NC1CCCCC1 (stereo not drawn)
→ -12%, 16%[57.1 µM], 3%, 9%, -1%, 20%, 1%, 0%[57.1 µM], -2.5%
> COc1ccc(NC(=O)CCCNC(=O)Cn2cnc3sc4c(c3c2=O)CCCC4)cc1OC
→ -11%, 17%[57.1 µM], 11%, -2%, -21%, -3%, -4%, 12%[0.0914 µM], 6.4%
> CCN(C(=O)CCN1C(=O)c2ccccc2S1(=O)=O)c1ccccc1
→ -17%, 12%, 0%, -3%, -3%, -1%, 0%, 7%, 0.8%
> Cn1ccc(-c2cc(C(=O)O)c3ccccc3n2)n1
→ -12%, -12%, -9%, -10%, 25%, 3%, -5%, -3%, -0.8%
> CC1CCC/C=C/C(=O)c2c(O)cc(O)cc2CC(=O)O1 (stereo not drawn)
→ 7%, 11µM*, 3%, 25%, -5%, -13%, ?, -3%, -0.2%
> Cc1ccc(-n2c(=O)c3c(cnn3C)n(CC(=O)Nc3ccccc3C)c2=O)cc1
→ -10%, 11%, -5%, -26%, -11%, -25%, -4%, 7%[2.29 µM], 2.0%
> Cc1cc(C)c(NC(=O)CS(=O)CC(=O)Nc2ccc(N3CCOCC3)cc2)c(C)c1 (stereo not drawn)
→ -18%, 13%, 8%, -4%, -14%, 0%, -7%, 4%, 3.0%
> CCOC(=O)c1ccc(NC(=S)N2CCN(C)CC2)cc1
→ -35%, 9%[57.1 µM], 1%, 0%, -28%, -3%, -3%, -1%[57.1 µM], 5.5%
> CC1CCCCC12NC(=O)N(CC(=O)N1CCN(c3ccccc3)CC1)C2=O (stereo not drawn)
→ -11%, -6%, 2%, 0%, 0%, -12%, -1%, -2%, /
> COc1ccc(C(=O)O)cc1S(=O)(=O)NCc1ccncc1
→ 1%, 17%, 7%, ?, 25%, -1%, -4%, -1%, /
> CCOC(=O)N1N=C(C)CC1(O)c1ccc(Cl)cc1 (stereo not drawn)
→ -17%, 13%[57.1 µM], 18%, 11%, -3%, 2%, 4%, 5%[57.1 µM], -0.6%
> COc1cccc(N=C(N)N=C(N)N)c1
→ -11%, 23%, 2%, i, 19%, 1%, 1%, 4%, -0.6%
> O=C(c1ccco1)N(Cc1cc2ccccc2[nH]c1=O)CC1CCCO1 (stereo not drawn)
→ -13%, -7%, 5%, 357%[activator], -13%, -1%, 1%, 6%[57.1 µM], 1.1%
> COc1ccc2nc(N/C(N)=N/C(=S)Nc3ccccc3)nc(C)c2c1
→ -10%, 13%[57.1 µM], 11%, ?, -41%, 6%, -4%, -23%[57.1 µM], -1.1%
> N#Cc1c(NC(=O)C(=O)NCCCN2CCOCC2)sc2c1CCCC2
→ -17%, 33%, -1%, -14%, 20%, -2%, 0%, 3%, 1.2%
> CCOC(=O)c1cc(OC(=O)c2ccccc2C)n(-c2ccccc2)n1
→ -25%, 20%, -1%, ?, -12%, 2%, -5%, 5%, -4.2%
> CCc1c(C(=O)Nc2ccc(S(=O)(=O)N3CCOCC3)cc2)csc1C
→ -3%, 21%, -1%, -4%, -11%, 4%, 1%, 1%, -1.4%
> Cc1nc2c(Br)c3nc(C(F)(F)F)[nH]c3c(Br)c2[nH]1
→ -15%, -3%, 6%, /, -19%, -3%, 0%, -4%, 4.2%
> O=C(CSc1nnc(CN2CCOCC2)n1-c1ccc(Cl)cc1)Nc1cc(Cl)ccc1O
→ -17%, 8%[57.1 µM], -1%, -4%, -15%, 5%, -23%, -5%, 2.3%
> CCOC(=O)C1=NN(C(=O)Cc2ccccc2)C(O)(C(C)(C)C)C1 (stereo not drawn)
→ -4%, 8%[57.1 µM], 2%, 0%, -3%, 5%, -3%, 8%[57.1 µM], -1.5%
> Cc1nc(N2CCOCC2)nc(N2CCCCC2)c1[N+](=O)[O-]
→ -2%, 8%, -4%, -14%, 11%, 2%, -2%, -4%, 2.1%
> CC[C@]12c3[nH]c4cc(CCC(=O)N(C)C)ccc4c3CCN1C(=O)[C@@H](CC(=O)NCc1ccc(OC)c(OC)c1)C[C@@H]2C(=O)N1CCN(C(=O)C2CC2)CC1
→ -25%, 13%, -8%, ?, -3%, 1%[38.3 µM], 5%, 9%, /
> COC(=O)c1ccc(NC(=O)CCNS(=O)(=O)c2cccc3nsnc23)cc1
→ -20%, 15%, -9%, -23%, 17%, 9%, -6%, 4%, -1.5%
> O=c1c(Cc2ccc(F)cc2)c(O)ccn1CCCN1CCOCC1
→ -12%, 12%, 2%, 0%, -32%[56.9 µM], 15%, 6%, 7%, 2.1%
> O=C(c1ccc(Cl)cc1)c1cccc(O)c1
→ -13%, 12%[11.4 µM], 16%, ?, -32%, 5%, -8%, 4%[11.4 µM], /
> CC(N=Cc1ccccc1O)c1ccccc1 (stereo not drawn)
→ 0%, 6%, -17%, 0%, 24%, 1%, 2%, -7%, -0.7%
> Cc1nccn1C[C@@H]1CCc2c(c3ccccc3n2C)C1=O
→ -21%, 2%, 7%, ?, -3%, -5%, -3%, 3%, 3.2%
> Nn1c(SCC(=O)Nc2nccs2)nnc1-c1ccccn1
→ -20%, 12%[57.1 µM], -10%, ?, 22%, 8%, 0%, 4%[57.1 µM], 0.2%

Whole records from above. Screens in order: USP1-UAF1 inh | rTrxR1 inhibitor | Vif-A3F inh | 12-LOX inh | RGS4 inh | IDH1 R132H inh | Vif-APOBEC3G blk | TrxR1 substrate | RXFP1 agonist
Cc1nc2c(Br)c3nc(C(F)(F)F)[nH]c3c(Br)c2[nH]1 is listed as -15% | -3% | 6% | / | -19% | -3% | 0% | -4% | 4.2%
N#Cc1c(NC(=O)C(=O)NCCCN2CCOCC2)sc2c1CCCC2 is listed as -17% | 33% | -1% | -14% | 20% | -2% | 0% | 3% | 1.2%

The list is partial; rates above refer to the full screens.
